Assay outcomes from PubChem BioAssay.
COUP-TFII inh – NR2F2 transcriptional activity inhibitors, primary screen, cell-based, luciferase reporter, HEK293T, luminescence; COUP transcription factor 2 (Homo sapiens), P24468; HEK293T NGFI-A luciferase reporter; inhibition, % at 8.6 µM; 370,000 tested, 0.7% active; AID 686940, 2013;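 active = inhibition above a per-plate cutoff, mean inhibition of test wells between control levels plus 3 SD, cut at about 38% in these data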;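 note: cells cotransfected with COUP-TFII expression vector driving the NGFI-A reporter; 0% = median of COUP-TF2 test wells and 100% = reporter-only cells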
EBV LMP1 NFkB – EBV LMP1-driven NF-kappaB luciferase reporter inhibitors, primary screen, cell-based, luminescence, single point; AID 504558, 2011; inhibition, % at 12.5 µM; LMP1-induced NF-kappaB luciferase reporter cells; 350,000 tested, 0.69% active; in the data active = inhibition above about 41%;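 note: 0% = neutral control wells and 100% = reference inhibitor control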
SRC1 inh – SRC1 coactivator transcriptional activity inhibitors, primary screen, cell-based, luminescence | Nuclear receptor coactivator 1 (Homo sapiens), Q15788 | HEK293 GAL4-SRC1 luciferase reporter | inhibition, % at 3.6 µM | 360,000 tested, 0.12% active;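 active = inhibition above the campaign mean plus 3 SD, with each screening campaign given its own cutoff, cut at about 60% in these data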;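 note: 0% = DMSO treated cells and 100% = gossypol at 36 µM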
SRC3 inh – SRC3 coactivator transcriptional activity inhibitors, primary screen, cell-based, luminescence; Nuclear receptor coactivator 3 (Homo sapiens), Q9Y6Q9; HEK293 GAL4-SRC3 luciferase reporter; inhibition, % at 3.6 µM; 360,000 tested, 0.17% active; AID 588352, 2011;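 active = inhibition above a per-campaign cutoff, the mean of all compounds plus 3 SD, cut at about 60% in these data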;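 note: 0% = DMSO-treated cells and 100% = gossypol-treated cells at 36 µM; higher means less SRC3-driven luciferase light from the GAL4 reporter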
KKLEB tox – cytotoxicity in KKLEB CF airway cells, primary screen, cytotoxicity control for CF NF-kB inhibitor project, cell-based, uHTS, fluorescence assay plates; KKLEB CF airway cells viability, ATPlite luminescence, overnight; active compounds read low; cells stimulated with P. aeruginosa culture filtrate; activity change (cytotoxicity), % at 5 µM; 360,000 tested, 0.36% active;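 active = corrected activity change at or below -50% at 5 µM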
SRC2 inh – inhibition of GAL4-SRC2 driven luciferase reporter, primary screen, SRC2 inhibitor project, cell-based, luminescence; Nuclear receptor coactivator 2 (Homo sapiens), Q15596; HEK293 GAL4-SRC2 luciferase reporter; inhibition, % at 9 µM; 370,000 tested, 0.17% active;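 active = inhibition above the mean inhibition of all tested compounds plus 3 SD, set per campaign, cut at about 52% in these data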;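 note: 0% = DMSO treated cells and 100% = cells given Gossypol at 36 µM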
Target sequence (Q15596 whole entry, looked up, the tested form may be a part): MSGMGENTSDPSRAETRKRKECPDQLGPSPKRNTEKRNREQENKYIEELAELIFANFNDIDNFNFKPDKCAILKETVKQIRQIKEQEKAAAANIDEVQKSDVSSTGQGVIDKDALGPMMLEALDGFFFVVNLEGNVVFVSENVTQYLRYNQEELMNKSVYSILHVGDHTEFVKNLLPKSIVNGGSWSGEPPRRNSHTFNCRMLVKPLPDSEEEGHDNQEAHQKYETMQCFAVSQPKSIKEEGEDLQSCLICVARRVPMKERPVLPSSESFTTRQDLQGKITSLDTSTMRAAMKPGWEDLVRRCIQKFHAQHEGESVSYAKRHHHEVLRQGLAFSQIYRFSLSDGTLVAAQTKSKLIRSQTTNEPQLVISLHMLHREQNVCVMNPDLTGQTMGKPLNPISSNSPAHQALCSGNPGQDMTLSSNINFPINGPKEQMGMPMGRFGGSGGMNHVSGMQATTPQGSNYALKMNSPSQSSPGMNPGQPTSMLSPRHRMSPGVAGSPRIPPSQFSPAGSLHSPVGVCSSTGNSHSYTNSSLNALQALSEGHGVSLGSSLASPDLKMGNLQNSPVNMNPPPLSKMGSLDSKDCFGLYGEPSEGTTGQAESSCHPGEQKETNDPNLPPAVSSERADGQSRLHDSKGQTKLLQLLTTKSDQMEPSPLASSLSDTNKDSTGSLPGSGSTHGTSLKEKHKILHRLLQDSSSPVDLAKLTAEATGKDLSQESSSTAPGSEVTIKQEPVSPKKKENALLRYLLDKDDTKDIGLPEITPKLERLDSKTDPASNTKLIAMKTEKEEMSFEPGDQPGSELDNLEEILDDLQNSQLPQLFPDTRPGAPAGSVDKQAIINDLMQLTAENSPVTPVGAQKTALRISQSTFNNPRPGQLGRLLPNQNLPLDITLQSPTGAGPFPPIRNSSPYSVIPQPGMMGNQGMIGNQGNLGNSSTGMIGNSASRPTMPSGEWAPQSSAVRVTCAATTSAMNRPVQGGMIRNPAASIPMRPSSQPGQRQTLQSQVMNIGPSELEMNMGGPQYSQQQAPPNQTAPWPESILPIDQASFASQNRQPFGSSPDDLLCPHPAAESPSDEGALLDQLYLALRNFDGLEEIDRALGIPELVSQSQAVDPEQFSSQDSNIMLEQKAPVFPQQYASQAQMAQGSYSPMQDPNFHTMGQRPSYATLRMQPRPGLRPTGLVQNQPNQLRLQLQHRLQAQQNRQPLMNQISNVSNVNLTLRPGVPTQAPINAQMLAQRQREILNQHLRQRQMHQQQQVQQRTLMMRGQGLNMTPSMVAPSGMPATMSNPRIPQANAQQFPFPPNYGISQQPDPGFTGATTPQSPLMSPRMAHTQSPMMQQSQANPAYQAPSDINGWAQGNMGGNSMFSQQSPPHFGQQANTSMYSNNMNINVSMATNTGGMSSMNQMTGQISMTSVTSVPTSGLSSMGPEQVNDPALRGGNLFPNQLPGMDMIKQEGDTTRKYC
CF NFkB inh – inhibitors of PAF-induced NF-kB signaling, primary screen, cell-based, GFP fluorescence, uHTS. 360,000 tested, 0.86% active. KKLEB NF-kB-GFP reporter, GFP fluorescence overnight. inhibition, % at 5 µM. AID 588850, 2011;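 active = at least 50% inhibition at 5 µM, scaled per plate between neutral and stimulator controls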;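 note: PAF is a Pseudomonas aeruginosa culture filtrate used as stimulus; plate controls were PAF-stimulated DMSO wells for no effect and unstimulated DMSO wells for full effect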
TROY NFkB inh – inhibitors of TROY-driven NF-kB signaling, primary screen, Q293 LMP1-TROYcd cells, NF-kB luciferase, uHTS; Q293 LMP1-TROYcd NF-kB luciferase reporter, 4 h; inhibition, % at 10 µM; 360,000 tested, 0.98% active; AID 1347056, 2019;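 active = compounds whose plate-normalised and pattern-corrected inhibition of the luciferase reporter signal at the single screening dose is 50% or more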
NR5A2 inv ag – LRH-1 (NR5A2) inverse agonists, primary screen, cell-based, luminescence, HEK293T, StAR-luciferase reporter; 360,000 tested, 0.13% active; LRH-1 transfected, 24 h; AID 602396, 2012; inhibition, % at 3.6 µM; Nuclear receptor subfamily 5 group A member 2 (Homo sapiens), O00482;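 active = inhibition above the mean inhibition of all tested compounds plus 3 SD, cut at about 73% in these data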;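 note: 0% = DMSO wells and 100% = reporter-only cells lacking LRH-1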
TWEAK-Fn14 inh – inhibitors of TWEAK-Fn14 signaling, primary screen, luciferase reporter cells, uHTS | TWEAK-stimulated Fn14 reporter cells, luciferase luminescence, 8 h | inhibition, % at 10 µM | 360,000 tested, 2% active | AID 1159606, 2016; in the data active = inhibition above about 50%
TRAIL sens C8 – viability loss with TRAIL in NB7+C8 cells, primary screen, TRAIL sensitizer project, cell-based, ATPlite luminescence; inhibition (viability loss, TRAIL sensitization), % at 10 µM; 360,000 tested, 1% active; AID 624354, 2012;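 active = compounds causing at least 50% loss of cell viability in the single-dose screen, relative to plate controls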
* hit, by the source's call; x = not tested or not shown.

SMILES	COUP-TFII inh	EBV LMP1 NFkB	SRC1 inh	SRC3 inh	KKLEB tox	SRC2 inh	CF NFkB inh	TROY NFkB inh	NR5A2 inv ag	TWEAK-Fn14 inh	TRAIL sens C8
O=C(/C=C/c1ccc2c(c1)OCO2)c1ccccn1	7	-26	-49	-12	-6	-75	6	-43	-3	-24	9
CC1CCN(C(=O)Cn2cc(C(F)(F)F)ccc2=O)c2ccccc2S1 (stereo unspecified)	-2	7	-6	-2	4	-8	12	-7	7	10	0
CC(=O)c1c(N2CCOCC2)[nH]c(-c2ccccc2)nc1=S	0	-2	-29	17	14	9	-4	67*	-20	15	-4
COc1cc(C(=O)NCc2nnc(SCC(=O)c3ccc(Cl)cc3)o2)cc(OC)c1OC	7	3	5	0	-14	6	-9	-7	-16	-11	-12
CCc1ccccc1NC(=O)C1CC(c2ccc(F)cc2)=NO1 (stereo unspecified)	12	1	15	-5	-6	4	4	0	-4	4	-3
CCN1CCN(CCCNC(=O)c2ccc3c(=O)n(CCc4ccccc4)c(=O)[nH]c3c2)CC1	-22	0	-12	3	-1	6	-6	-38	5	8	12
Cc1ccccc1/C=N/N=C1/NC(=O)CCS1	-19	7	-19	-1	-8	9	6	-31	-46	-20	-12
Cc1ncc(CO)c(/C=N/NC(=O)c2cccc(S(=O)(=O)N3CCCC3)c2)c1O	1	3	14	-9	12	5	4	32	-8	3	23
Cc1cccc(-n2nnnc2SCC(=O)c2cc(C)n(CC3CCCO3)c2C)c1 (stereo unspecified)	-3	-12	-38	-33	-6	-14	3	16	-9	14	13
CCOC(=O)c1nc(NCc2ccccc2)c2ccccc2n1	8	-2	6	-9	9	21	-18	26	3	-9	-8
CCC(C)(NC(=O)c1cccc(N2C(=O)CSC2c2ccccc2)c1)C(=O)Nc1ccccc1C (stereo unspecified)	18	1	-2	17	2	-13	9	-8	14	-15	-19
COC(=O)c1ccc(CSc2ccccc2NC(=S)Nc2cccc(C(F)(F)F)c2)o1	-21	1	-12	-38	4	-33	2	-27	-84	-17	15
O=C(O)CCCC(=O)Nc1ccccc1C(=O)N1CCOCC1	15	4	2	18	8	4	1	-4	31	0	-1
CCOC(=O)CNC(=O)CSc1ncnc2c1cnn2-c1ccccc1	1	-3	-39	31	1	11	11	-7	-7	13	-12
Cc1ccsc1CN(C)CC(=O)N(C)CC(=O)Nc1c(Cl)cccc1Cl	-1	-9	-8	0	-9	7	-4	1	-3	-13	-9
COc1ccc(-c2coc3cc(O[C@@H]4O[C@H](CO)[C@@H](O)[C@H](O)[C@H]4O)c(OC)cc3c2=O)cc1	-60	2	-88	-83	-9	-46	6	-32	-79	-3	19
Cc1cc(C)n2nc(SCc3ccccc3C(=O)O)nc2n1	-18	3	-10	9	-13	21	-2	-5	-1	-16	-1
CC1=NNC(=O)C1Cc1c(Cl)cccc1Cl (stereo unspecified)	11	-3	-2	-11	11	5	-14	-5	11	5	-7
CC1(C)CC(NC(=O)C2CCN(S(=O)(=O)c3ccccc3C(F)(F)F)CC2)CC(C)(C)N1	8	3	0	0	-9	-5	7	10	-1	11	5
O=C(Nc1ccc(C(=O)O)cc1)/C(=C\c1ccco1)NC(=O)c1ccccc1	5	-5	-22	8	19	1	3	4	-8	3	-2
COc1ccccc1/C=N/n1c(N)c(S(=O)(=O)c2cccs2)c2nc3ccccc3nc21	-9	-14	0	14	-22	-17	5	-10	-13	18	0
O=C1c2ccccc2C(=O)N1CSc1nnc(Nc2ccccc2)s1	-13	-7	-7	20	-8	-30	5	-10	7	-6	-23
COc1ccc(CSCCc2n[nH]c(=S)n2-c2ccccc2)cc1C	-2	12	3	11	-2	7	27	5	-1	-8	1
CCSc1nnc(NC(=O)/C=C/c2ccco2)s1	-25	-25	-43	-60	4	-31	-6	0	-36	-29	-9
O=C(Nc1ccc(Cl)cc1C(=O)NCC1CCCO1)c1ccc(Cl)cc1Cl (stereo unspecified)	22	-13	4	17	-5	11	17	10	-3	16	-4

Another view of part of the listing above.
Value order: COUP-TFII inh | EBV LMP1 NFkB | SRC1 inh | SRC3 inh | KKLEB tox | SRC2 inh | CF NFkB inh | TROY NFkB inh | NR5A2 inv ag | TWEAK-Fn14 inh | TRAIL sens C8
> O=C(/C=C/c1ccc2c(c1)OCO2)c1ccccn1
 : 7 | -26 | -49 | -12 | -6 | -75 | 6 | -43 | -3 | -24 | 9
> CC1CCN(C(=O)Cn2cc(C(F)(F)F)ccc2=O)c2ccccc2S1 (stereo unspecified)
 : -2 | 7 | -6 | -2 | 4 | -8 | 12 | -7 | 7 | 10 | 0
> CC(=O)c1c(N2CCOCC2)[nH]c(-c2ccccc2)nc1=S
 : 0 | -2 | -29 | 17 | 14 | 9 | -4 | 67* | -20 | 15 | -4
> COc1cc(C(=O)NCc2nnc(SCC(=O)c3ccc(Cl)cc3)o2)cc(OC)c1OC
 : 7 | 3 | 5 | 0 | -14 | 6 | -9 | -7 | -16 | -11 | -12
> CCc1ccccc1NC(=O)C1CC(c2ccc(F)cc2)=NO1 (stereo unspecified)
 : 12 | 1 | 15 | -5 | -6 | 4 | 4 | 0 | -4 | 4 | -3
> CCN1CCN(CCCNC(=O)c2ccc3c(=O)n(CCc4ccccc4)c(=O)[nH]c3c2)CC1
 : -22 | 0 | -12 | 3 | -1 | 6 | -6 | -38 | 5 | 8 | 12
> Cc1ccccc1/C=N/N=C1/NC(=O)CCS1
 : -19 | 7 | -19 | -1 | -8 | 9 | 6 | -31 | -46 | -20 | -12
> Cc1ncc(CO)c(/C=N/NC(=O)c2cccc(S(=O)(=O)N3CCCC3)c2)c1O
 : 1 | 3 | 14 | -9 | 12 | 5 | 4 | 32 | -8 | 3 | 23

(more compounds)
SMILES	COUP-TFII inh	EBV LMP1 NFkB	SRC1 inh	SRC3 inh	KKLEB tox	SRC2 inh	CF NFkB inh	TROY NFkB inh	NR5A2 inv ag	TWEAK-Fn14 inh	TRAIL sens C8
O=C(CNS(=O)(=O)c1ccc(F)c(Cl)c1)NCCc1ccccc1	4	-2	-29	-32	-2	17	7	8	-7	-2	-1
O=C(NC(CO)C(=O)OCc1ccccc1)OCc1ccccc1 (stereo unspecified)	1	0	-9	-7	6	-5	8	9	-5	10	-7
NC(=O)c1cc(-c2cccnc2)nc2ccc(Br)cc12	-1	-3	-2	-8	23	-4	-32	-3	-15	-3	7
CC(=O)c1c(N2CCOCC2)nc(=S)n(Cc2ccccc2)c1C	6	-6	-8	18	2	-21	5	-1	-5	-1	-4
O=C(Nc1ccc2nccnc2c1)c1cnccn1	-32	-8	-39	-42	-6	-48	14	-26	-58	2	4
C[C@H](NC(=O)c1cc2c(cn1)[nH]c1ccccc12)C(=O)O	1	0	-20	-14	9	-1	-1	-34	-1	18	6
Cc1cc(NC(=O)CN2C(=O)NC(C)(c3ccc(Cl)cc3Cl)C2=O)no1 (stereo unspecified)	-2	-27	-3	-1	7	-8	1	3	14	3	10
Cc1ccccc1Nc1nc(N)nc(COC(=O)c2ccc3c(c2)OCCO3)n1	-4	4	-9	-28	-7	7	1	10	-6	20	9
COc1ccc(CN(C(=O)CN2C(=O)c3ccccc3S2(=O)=O)C(C(=O)NCC2CCCO2)c2ccco2)cc1 (stereo unspecified)	-12	3	18	-14	1	-4	0	-4	0	21	-19
CCOC(=O)c1ccc(N=c2scc(C)n2CC)cc1	-32	4	-68	-119	3	-93	-10	-28	-196	-77	15
O=C(O)c1ccccc1-c1nc2ccccc2c(=O)n1O	4	-8	5	9	-1	7	-6	-6	6	-4	-4
Cc1ccccc1C(=O)Nc1cccc(-c2nnc(SCC(=O)O)n2C)c1	-5	-10	0	-6	14	-3	1	18	-1	-3	-1
CC/C=C/C(=O)N1CC2(CC(c3cccc(NC(=O)COc4ccc(Cl)cc4)c3)=NO2)C[C@H]1C(N)=O (stereo partly specified)	-11	11	-3	-8	4	1	9	-8	29	-31	12
CCOC(=O)C1=CCC(c2cccc(Cl)c2)N(S(=O)(=O)c2ccc(C)cc2)C1 (stereo unspecified)	-6	x	5	-12	3	-32	9	3	-19	-4	-7
O=C(OCc1c(F)cccc1Cl)c1cnccn1	8	4	1	-2	-13	-4	4	12	20	8	3
CC(=O)Nc1ccc(S(=O)(=O)NCC(CCC(=O)O)C(F)(F)F)cc1 (stereo unspecified)	2	-8	15	3	-1	-5	-4	0	-3	-2	0
COC(=O)COc1ccc(S(=O)(=O)N2CCc3ccccc3C2)cc1	8	4	8	10	0	-5	-10	8	-27	4	-4
N/C(=N\OC(=O)c1ccc2ccccc2c1)c1ccc(Br)cc1	-7	-10	-5	14	2	-3	4	-30	-5	-34	-3
Cc1c(C)c2cc(Cl)c(O)c(CN3CCCC(C)C3)c2oc1=O (stereo unspecified)	10	1	-2	-5	8	-6	-23	10	-4	16	-16
O=C1CSC(c2ccc(Cl)c(Cl)c2)N1c1nccs1 (stereo unspecified)	1	-10	-14	-5	-3	6	-3	-15	-2	-30	-21
CCn1ccnc1CN1CCC(n2nccc2NC(=O)c2ccccc2OC)CC1	6	0	3	19	-1	-11	-11	-8	17	-2	-10
CC(NC(=O)CN(C)CC(=O)Nc1ccc(Cl)cc1)c1ccc(F)cc1 (stereo unspecified)	6	-1	6	23	10	-37	5	-1	19	11	13
c1ccc(Cn2nnnc2CN2CCN(Cc3ccc4c(c3)OCO4)CC2)cc1	16	-11	1	8	0	9	4	-1	-1	-1	2
CCOC(=O)c1ccccc1N/C=C1\CCCCC1=O	12	5	3	-5	0	-1	-4	6	1	-3	-15
CCn1c2ccccc2c2cc(NC(=O)COC(=O)c3cc(S(=O)(=O)N4CCCCC4)ccc3Cl)ccc21	2	-9	23	25	-3	6	1	12	9	-5	5
CC(C)N(C(=O)COC(=O)CNC(=O)c1ccc(Br)cc1)c1ccccc1	-2	1	4	18	3	-3	6	-15	-6	-12	2
O=C(CNCc1ccc(Cl)cc1)N1CCc2ccccc2C1	0	-3	-10	7	-13	9	2	-9	8	5	-1
O=C(NNC(=O)c1ccccc1F)c1ccc(Cl)c(S(=O)(=O)N2CCOCC2)c1	-10	-3	-10	-3	4	10	-15	-11	-11	-12	-17
CCOC(=O)CN1C(=O)C(Sc2n[nH]c(-c3ccccc3)n2)CCc2ccccc21 (stereo unspecified)	17	-9	-4	12	14	-7	-16	11	-2	16	10
